Bioassay records as filed in PubChem.
HGIII-sPLA2 inh: Blocks human group III sPLA2 activity. Q9NZ20. QFRET BODIPY PC-A2 liposome hydrolysis, fluorescence. inhibition, % at 12.2 µM. 0.56% of 370,000 active. AID 743126;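 active = inhibition above mean plus 3 SD of compounds lying within the high and low control bounds, cut at about 19% in these data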;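 also: 0% = median of test compound wells and 100% = no enzyme DMSO wells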
hgDAF12 agonist: hgDAF-12 agonism, primary luciferase screen | AID 687014 | HEK293 GAL4-hgDAF12 UAS-luciferase reporter, agonist luminescence; normalized to butyrate control | 1.8% of 370,000 active | activation, % at 6.8 µM;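 active = activation above a cutoff set at the mean of all screened compounds plus 3 SD, cut at about 10% in these data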;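 also: 0% = DMSO wells and 100% = sodium butyrate wells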
DAX1 inh-1: blocks DAX1 repression of SF-1 activated StAR promoter; HEK293T StAR-luciferase reporter, SF-1/DAX-1 repression relief; inhibition, % at 6.8 µM; 1.1% of 370,000 active; AID 652010;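 active = inhibition above the mean over all tested compounds plus 3 SD, cut at about 3.6% in these data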;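 also: 0% = DAX-1 cells with DMSO and 100% = cells lacking DAX-1 with DMSO; higher inhibition means more luminescence from relief of DAX-1 repression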
FXN GAA850 act: activators of GAA850 frataxin (FXN) promoter; HEK293 lucGAA850 FXN promoter luciferase reporter, 24 h; percent of 10 µM SAHA response; activation, % at 6 µM; 0.56% of 360,000 active; AID 540364;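 active = activation above the average of all compounds screened plus 3 SD, cutoff fixed separately per campaign, cut at about 7.5% in these data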;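 also: 0% = DMSO wells and 100% = 10 µM SAHA wells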
ADAM17 inh: inhibits human ADAM17. AID 720648. inhibition, % at 6.95 µM. recombinant ADAM17, EDANS/DABCYL FRET peptide cleavage. 0.83% of 370,000 active;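 active = inhibition above the mean of compounds lying between control limits plus 3 SD, set per campaign, cut at about 8.5% in these data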;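 also: 0% = DMSO-only wells as the low control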
Target sequence (P78536 215-824 limits assumed): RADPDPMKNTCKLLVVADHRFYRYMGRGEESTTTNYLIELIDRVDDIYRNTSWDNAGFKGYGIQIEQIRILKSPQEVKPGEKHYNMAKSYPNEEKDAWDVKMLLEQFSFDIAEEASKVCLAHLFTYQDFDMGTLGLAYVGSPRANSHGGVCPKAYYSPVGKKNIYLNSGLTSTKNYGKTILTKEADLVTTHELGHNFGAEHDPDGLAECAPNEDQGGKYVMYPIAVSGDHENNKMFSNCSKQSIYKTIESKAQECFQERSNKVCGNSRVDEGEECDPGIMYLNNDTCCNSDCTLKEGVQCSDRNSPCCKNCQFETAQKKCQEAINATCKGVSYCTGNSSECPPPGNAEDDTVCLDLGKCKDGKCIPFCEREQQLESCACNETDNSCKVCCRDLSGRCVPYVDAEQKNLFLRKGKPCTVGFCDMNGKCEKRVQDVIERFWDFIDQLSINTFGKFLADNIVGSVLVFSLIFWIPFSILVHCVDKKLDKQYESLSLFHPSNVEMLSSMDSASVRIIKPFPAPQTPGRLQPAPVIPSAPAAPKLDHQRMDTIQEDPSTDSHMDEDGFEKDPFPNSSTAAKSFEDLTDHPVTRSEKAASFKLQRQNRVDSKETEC
ADAM10 inh: ADAM10 inhibition, QFRET primary screen. O14672. recombinant ADAM10, EDANS/DABCYL FRET peptide cleavage, 3 h. inhibition, % at 7 µM. 0.62% of 370,000 active;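 active = inhibition above a per-campaign cutoff equal to the mean of compounds falling between control-based bounds plus 3 SD, cut at about 20% in these data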;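 also: 0% = DMSO wells while the 100% control is not disclosed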
PLCg1 inh: PLC-gamma1 (human) inhibition, primary screen. purified PLC-gamma1, fluorogenic substrate, fluorescence. inhibition, % at 12.2 µM. 0.84% of 370,000 active. AID 720700; in the data active = inhibition above about 9.5%
PLCb3 inh: PLC-beta3 (human) inhibition, primary screen. Q01970. Purified PLC-beta3, fluorogenic substrate, fluorescence. inhibition, % at 12.2 µM. 0.18% of 370,000 active; in the data active = inhibition above about 11%;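 also: 0% = median of compound wells on plate and 100% = full blocker control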
hcDAF12 agonist: activates DAF-12 receptor from parasite H. contortus. 1.4% of 370,000 active. activation, % at 6.8 µM. HEK293 hcDAF-12 lit1-tk-luc reporter, luminescence; 0% DMSO, 100% Δ7-dafachronic acid;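 active = activation above the mean of all tested compounds plus 3 SD, cut at about 5.5% in these data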;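 also: 100% = response to 3 µM Δ7-dafachronic acid high control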
DAX1 inh-2: inhibitors of human orphan nuclear receptor DAX1 (NR0B1). P51843. HEK293 Gal4-DAX1 luciferase reporter, luminescence. inhibition, % at 6.75 µM. 0.99% of 340,000 active. AID 504766;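 active = inhibition above the mean over all tested compounds plus 3 SD, cut at about 4.2% in these data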;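 also: 0% = DAX1-transfected cells with DMSO and 100% = empty-vector control cells with DMSO; inhibition shows as a rise in luminescence from relieved DAX1 repression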
Target sequence (P51843 207-470 limits assumed): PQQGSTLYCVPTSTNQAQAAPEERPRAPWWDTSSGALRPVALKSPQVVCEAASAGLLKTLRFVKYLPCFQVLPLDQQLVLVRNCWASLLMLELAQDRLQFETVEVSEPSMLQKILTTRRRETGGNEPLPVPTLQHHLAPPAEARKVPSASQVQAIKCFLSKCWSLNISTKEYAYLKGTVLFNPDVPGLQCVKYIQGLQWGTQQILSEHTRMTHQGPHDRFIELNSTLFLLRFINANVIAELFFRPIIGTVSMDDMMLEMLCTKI
ssDAF12 agonist: S. stercoralis DAF-12 activation, primary screen. 1% of 370,000 active. HEK293 ssDAF-12/GRIP1 lit1-tk-luc reporter, luminescence; % of 3 µM dafachronic acid response. AID 652126. activation, % at 6.8 µM;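 active = activation above the mean over all tested compounds plus 3 SD, cut at about 0.9% in these data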;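 also: 0% = DMSO-only wells and 100% = 3 µM delta7-dafachronic acid wells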
An asterisk follows results filed as active; i = inactive; . = no result given. An unsorted share of the library. Share with any hit: about 6.9%.

Start of the data: the first 2 entries (preview)
SMILES	HGIII-sPLA2 inh	hgDAF12 agonist	DAX1 inh-1	FXN GAA850 act	ADAM17 inh	ADAM10 inh	PLCg1 inh	PLCb3 inh	hcDAF12 agonist	DAX1 inh-2	ssDAF12 agonist
COc1ccc(-c2csc(C(O)c3ccccc3)n2)cc1 (centres undefined)	-6	4.6	3.8*	3.8	0	-3	-2	1	2.6	.	-0.2
Cc1cccc(C)c1NC(=O)CNC(=O)CNC(=O)c1ccc2c(c1)OCO2	1	1.1	0.6	0.6	-5	2	2	-6	1.0	-0.2	-0.6

The listing (from the top)
SMILES	HGIII-sPLA2 inh	hgDAF12 agonist	DAX1 inh-1	FXN GAA850 act	ADAM17 inh	ADAM10 inh	PLCg1 inh	PLCb3 inh	hcDAF12 agonist	DAX1 inh-2	ssDAF12 agonist
COc1ccc(-c2csc(C(O)c3ccccc3)n2)cc1 (centres undefined)	-6	4.6	3.8*	3.8	0	-3	-2	1	2.6	.	-0.2
Cc1cccc(C)c1NC(=O)CNC(=O)CNC(=O)c1ccc2c(c1)OCO2	1	1.1	0.6	0.6	-5	2	2	-6	1.0	-0.2	-0.6
Cc1cc(N/N=C/c2cccc([N+](=O)[O-])c2)nc(-n2nc(C)cc2C)n1	0	-0.4	-0.3	1.2	1	3	3	-5	-0.6	2.6	-1.5
CN(C)CCNC(C(=O)Nc1cccc(S(=O)(=O)N2CCOCC2)c1)c1ccccc1 (centres undefined)	4	-2.7	-0.5	0.2	-7	-9	3	-7	-0.6	1.4	-1.2
CCOC(=O)c1c(S(=O)(=O)N2CCCC(C(=O)Nc3ccc(C)cn3)C2)c(C)n(C)c1C (centres undefined)	9	-0.2	0.7	-1.5	1	10	2	0	0.0	0.0	-1.2
Cc1ccc(NS(=O)(=O)c2ccc3c(c2)CC(=O)N3)c(C)c1	-23	-0.1	0.7	0.3	-1	1	-1	-3	1.1	-0.1	-0.9
COc1cc(C(=O)NCc2cccc(Cl)c2)ccc1OCC(=O)N1CCOCC1	0	1.2	0.9	0.6	2	0	-2	0	0.5	-1.1	-1.1
CCN(CC)CCNC(=O)Cn1nc(Cc2ccncc2)c2ccccc2c1=O	3	-0.9	-0.7	-0.1	-4	3	1	-2	-0.6	2.4	-0.9
O=C(Nc1nccs1)C1CC(=O)N(CCc2ccccc2)C1 (centres undefined)	2	0.9	1.4	-0.6	-2	4	2	2	-1.5	-1.0	-1.1
O=C(NCc1ccccc1)Nc1ccccc1C(=O)N1CCCC1	13	-1.6	1.2	.	-3	-7	3	-1	1.6	.	-1.3
Cc1cc(Nc2cccc(Br)c2)c2ccccc2n1	-13	-2.7	-1.1	3.8	3	1	2	-9	-2.9	-1.4	-2.2
CCOC(=O)c1c(S(=O)(=O)Nc2ccc(F)cc2Cl)c(C)n(C)c1C	7	-2.7	0.2	1.5	-1	9	11*	1	1.2	-0.3	-0.6
Cc1cc(C)nc(N2CCN(S(=O)(=O)c3ccc(F)cc3)CC2)n1	-10	-0.7	0.0	2.9	-4	-2	-1	-5	-1.3	-2.0	-1.0
COc1cc(/C=C/C(=O)N(C)CC(=O)Nc2ccccc2SC)cc(OC)c1OC	11	-0.6	-2.0	-1.3	-32	-128	-29	-44	0.7	-0.9	-0.7
O=C(OCC(=O)c1ccc[nH]1)c1ccc(Br)cc1	-9	-2.0	-2.1	1.2	1	0	1	-2	0.6	-0.5	-0.8
CN(Cc1c(F)cccc1Cl)S(=O)(=O)c1cccs1	-7	-1.0	0.3	1.6	-1	4	-4	-6	-1.5	-0.6	-1.1
O=C(N/N=C/c1cccc(Oc2ccccc2)c1)c1cc[n+]([O-])cc1	8	-1.2	0.4	1.1	-1	1	-3	-6	-1.3	0.2	-1.6
CCCOc1ccc(/C=N/NC(=O)C2CC2)c(OCCC)c1	-3	1.6	-0.3	0.3	0	-5	2	-6	-2.3	-0.5	-0.2
COc1ccc(/C=N\NC(=O)c2cccc(Br)c2)c(OC)c1	3	-0.2	0.5	0.6	-4	0	3	-5	0.1	-1.1	-1.7
COc1ccc(CC(C)N2CCN(Cc3ccccc3)CC2)c(OC)c1 (centres undefined)	3	-0.9	0.3	-0.2	-6	2	2	3	-0.7	-0.2	-1.6
O=C(Nc1ccccc1)C1CC=CCC1C(=O)OCC1CCCO1 (centres undefined)	2	-2.7	0.3	2.8	-2	2	-2	-4	-2.0	0.4	-1.6
COc1cc(/C=N\Nc2ccc([N+](=O)[O-])cc2)ccc1OCC(=O)Nc1ccc(C)c(C)c1	0	-1.1	0.6	-0.1	-2	-14	-4	-4	-1.7	-0.4	-1.6
O=C(c1cccc(Oc2ccccc2)c1)N1CCOCC1	4	1.0	0.2	-0.8	-5	-9	-1	-7	0.0	0.1	-1.2
O=C(C1=C[C@@H](c2coc3ccccc3c2=O)C[C@@H](OCc2ccc(CO)cc2)O1)N1CCOCC1	1	-1.4	0.3	0.3	-1	4	3	1	-2.4	-0.4	-0.6
O=C(N/N=C/C=C/c1ccccc1[N+](=O)[O-])c1cc(-c2ccccc2)n[nH]1	-7	-1.8	-0.8	-0.2	2	5	3	-13	-4.7	2.0	-1.6
CN(Cc1ccccc1)C(=O)c1nc2ccccn2c1CN1CCc2sccc2C1	-1	-4.0	-0.5	3.8	-9	-38	-7	-6	3.7	-1.1	-1.0
CCc1cc(=O)oc2cc(OCC(=O)N3CC[C@@]4(O)CCCC[C@H]4C3)ccc12	-7	-1.1	-1.0	-0.1	-44	-175	-9	-7	-1.0	-0.2	-1.2
CCOC(=O)Cc1nnc(NC(=O)CCc2ccccc2)s1	-48	2.2	-0.1	-1.1	-4	-9	11*	-4	0.0	-0.3	-1.6
COc1ccc(-c2csc(NC(=S)NC(=O)c3ccco3)n2)cc1	2	0.0	0.1	3.3	-1	3	-1	-1	0.3	0.7	-0.7
CC(=O)Nc1sc(C)c(C)c1C(=O)OCC(=O)Nc1ccccc1	1	3.4	1.5	-0.9	-1	-1	2	-3	-1.4	-0.5	-1.4
COc1ccc(-c2ccnc3nc(Sc4ncc(C(F)(F)F)cc4Cl)nn23)cc1	-2	0.5	-0.6	1.6	-255	i	-112	-187	-0.6	-1.1	-0.4
Cc1ccc(S(=O)(=O)N2CCN(C(=O)C3CCCO3)CC2)cc1C (centres undefined)	7	-0.4	-0.6	0.3	-3	-8	-1	-5	-1.4	0.8	-1.3
CCOC(=O)C1CCCN(C(=O)c2ccc(S(=O)(=O)Nc3ccccc3OC)cc2)C1 (centres undefined)	7	0.6	-0.6	0.6	-6	-10	1	-5	-0.4	1.2	-1.3
CCOC(=O)/C=C(\C)N1N=C(c2ccccc2)CC1c1ccccc1 (centres undefined)	-1	9.7	2.4	6.4	-2	-14	-4	-9	6.7*	2.5	0.0
CCOc1ncccc1C(=O)OCC(=O)Nc1cccc(C(C)=O)c1	0	2.2	-0.5	1.8	1	-2	4	1	-1.7	-0.1	-1.4
COC(=O)[C@@H](NCc1ccc(OC)c(B(O)O)c1)C(C)C	7	-0.1	0.6	-0.3	-1	-3	-2	-1	0.8	2.9	-1.0
Cc1cc(C(=O)Nc2cc(S(C)(=O)=O)ccc2Cl)c(C)o1	0	-2.0	2.6	-1.0	-5	-6	-2	0	-0.1	0.0	-1.1
O=C(COC(=O)c1nc(Cl)ccc1Cl)NCc1ccc(Cl)cc1	6	-0.8	0.3	0.7	0	-9	-3	-6	0.2	-0.1	-0.3
CCn1nnnc1NCc1ccc(OCc2c(F)cccc2Cl)c(OC)c1	-7	2.2	-0.2	0.5	-1	9	3	-5	-0.4	1.1	-1.3
CC(=O)Nc1ccc(S(=O)(=O)N2CCN(c3nc4ccccc4n3CC(C)C)CC2)cc1	-20	-1.4	-0.9	-2.2	2	8	5	-4	-0.1	0.4	-1.5
COC(=O)c1ccc(S(=O)(=O)c2ccc([N+](=O)[O-])cc2)cc1	-2	0.1	0.1	1.1	-2	1	2	-2	-1.2	-0.4	-1.2
CC(=O)OCC(=O)C12OC(C)(C)OC1CC1C3CC=C4CC(O)CCC4(C)C3CCC12C (centres undefined)	9	0.2	-0.7	0.8	-2	-14	0	-3	-1.0	1.6	-0.9
O=C(CCN1CCOCC1)N/N=C/c1cc(Br)cc(Br)c1O	1	-7.6	-1.2	-2.2	-49	-134	-169	-223	-2.0	-0.8	-0.7
Cc1cc(=O)oc2c(C)c(OCC(=O)NC3CCN(Cc4ccccc4)CC3)ccc12	-14	-0.1	-1.7	-2.1	-33	-129	-9	-13	-1.9	0.8	-1.3
O=C(CN1CCN(S(=O)(=O)c2ccc(Cl)cc2)CC1)NC(=O)NC1CCCCC1	-16	-1.8	-0.9	-3.0	3	8	5	4	-1.7	-0.5	-0.9
Cc1ccc(C(=O)NC2CCN(CC(=O)Nc3c(C)cc(C)cc3C)CC2)cc1	9	-0.1	-0.5	-1.2	-2	-2	-2	-5	-2.1	-1.5	-2.0
O=C(O)c1cc2ncc(CCO)cn2n1	7	1.2	0.4	-1.2	-6	-14	-7	-17	-1.1	1.5	-0.7
O=C(COC(=O)C1CC1)Nc1ccc(Cl)cc1Cl	3	-0.4	-0.5	-0.6	1	-9	1	-4	-0.4	0.6	-1.0
CC(C)CC(=O)Nc1ccc(C(=O)COC(=O)Cc2n[nH]c(=O)c3ccccc23)cc1	-12	-0.2	0.3	0.6	-31	-89	-34	-38	0.5	-0.8	-0.9
CCOC(=O)c1c(NC(=O)COC(=O)c2nc(Cl)ccc2Cl)sc(C(=O)NC)c1C	12	2.1	-0.6	0.6	-6	-13	2	-2	-1.9	1.8	-0.7
COc1ccc(OC)c(NC(=O)COC(=O)CCc2ccc(S(=O)(=O)N3CCOCC3)cc2)c1	-4	-2.5	0.1	-0.7	-1	-2	1	2	1.4	-0.6	-0.8
Cc1cc(C)nc(NC(=O)COc2cc(Cl)cc(Cl)c2)n1	-1	0.3	-0.6	0.4	-1	2	4	3	0.5	-1.4	-0.7
COc1ccccc1Oc1nnnn1-c1ccc(C(N)=O)cc1	-1	0.2	-0.2	-1.5	-1	-2	1	3	-1.9	0.5	-1.5
O=C(COc1ccccc1F)Nc1ccc2c(c1)OCCO2	-2	5.5	1.3	-9.0	1	4	0	2	0.2	3.1	-0.3
C/C(=N/NC(=O)c1ccc(C)nc1)c1ccc2c(c1)CCCC2	-3	-0.3	0.1	2.1	0	12	4	3	0.0	-0.6	-1.5
CCC(=O)NC(O)C(=O)c1ccc(C)cc1 (centres undefined)	-5	-0.6	-1.0	0.3	-5	-7	-1	-1	-2.3	0.2	-1.2
CCC(OC(=O)c1nsc(Cl)c1Cl)C(=O)NCc1ccco1 (centres undefined)	0	0.2	0.0	0.1	-3	-6	0	0	-0.3	1.1	-1.1
Cc1nonc1OCCNCCNc1ccccc1[N+](=O)[O-]	9	-1.3	-0.6	-0.3	-1	-4	-1	2	-1.5	-0.9	-0.2
CCCn1c(NCc2c[nH]c3ccccc23)nc2ccccc21	-28	3.2	-0.4	0.1	0	7	2	0	1.2	1.5	-0.8
